# Screening data (PubChem BioAssay)
# NALP3 yeast inh – NALP3 inhibition in yeast; Yeast reconstituted NLRP3/ASC/caspase-1, beta-gal luminescence, 24 h; inhibition, % at 10 µM; 0.39% of 330,000 active;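 active = inhibition of 50% or more; inactive = inhibition below 50%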;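 also: plate controls were induced DMSO wells for no effect and uninduced yeast grown without galactose for full effect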
# XBP1 UPR activ – activators of adaptive arm of unfolded protein response (XBP1); AID 463104; CHO-XBP1 luciferase reporter, IRE1-XBP1 UPR activation, luminescence; percent of tunicamycin response, DMSO as zero; 0.33% of 330,000 active; activation, % at 20 µM;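 active = versus positive control, 20 µM dose yields 30% or more activation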;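 also: 100% = tunicamycin at 10 µg/mL and 0% = DMSO only wells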
#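 Material: CHO cell line with stable XBP1 luciferase reporter; buffer or medium: F12 medium containing 10% fetal bovine serum; compound: single point, 20 µM final compound, 1% DMSO; incubation: 6 h treatment, 37 °C; measured by: glow luminescence from Steady-Glo reagent; evaluation: activation, % of tunicamycin; control set: tunicamycin high, DMSO low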
# tim10-1 inh – growth inhibitors of tim10-1 mutant yeast | S. cerevisiae tim10-1 ts strain growth, BacTiter-Glo, 24 h | inhibition, % at 20 µM | 2.2% of 330,000 active;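 active = inhibition of at least 40%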;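 also: mutant grown at 25 °C; 0% = DMSO wells with yeast and 100% = wells holding no yeast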
# CHOP UPR activ – apoptotic UPR (CHOP) activation; CHO-CHOP luciferase reporter, luminescence; percent of tunicamycin response over DMSO baseline; activation, % at 10 µM; AID 449763; 0.34% of 330,000 active;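 active = at 10 µM dose, activation of 40% or more, normalized to positive control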;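 also: 100% = tunicamycin at 10 µg/mL and 0% = DMSO alone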
#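 Test system: CHO CHOP reporter cells. Input: 500 CHO-CHOP cells per well. Medium: F12 with 10% FBS. Technique: luciferase luminescence. Measure: percent activation relative to tunicamycin control. Dosing: 10 µM compound, 0.5% DMSO. Timing: 16-18 h cell attachment, then 6 h compound exposure, 37 °C.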
# NR3A LBD binder – modulators (binders) of human NR3A ligand-binding domain; NR3A LBD differential scanning fluorimetry, Tm shift; 0% = protein alone, 100% = glycine-bound protein; Tm shift relative to glycine control, % at 25 µM; 2.5% of 340,000 active; AID 1259313;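 active = melting temperature shift of at least 10% of the positive control shift, at one fixed dose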
# APJ agonist – agonists of human APJ apelin receptor; P35414; CHO-K1 APJ PathHunter beta-arrestin, luminescence; 0% DMSO wells, 100% apelin; activation, % at 20 µM; 0.11% of 330,000 active; AID 2520;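 active = activation more than six SD over the plate average, tested at 20 µM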;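 also: 0% = DMSO alone and 100% = apelin-13 at 10 nM; some results filed as inactive read as strong as hits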
#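 Assay system: engineered CHO-K1 APJ arrestin reporter cells; Amount: 1000 CHO-K1 reporter cells seeded per well; Dosing: one dose, 20 µM compound, 1% DMSO; Times: compound stimulation 90 min at 25 °C, detection 60 min; Measured by: luminescent beta-gal fragment complementation, chemiluminescent substrate; Read-out: APJ–arrestin association signal; Controls: DMSO vs Apelin-13 10 nM.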
# TIM10 inh – TIM10 yeast growth inhibition. S. cerevisiae TIM10 strain growth, BacTiter-Glo luminescence, 24 h. AID 463195. inhibition, % at 10 µM. 1.4% of 330,000 active;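 active = inhibition of 40% or more at the single tested concentration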;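 also: wild-type TIM10 isogenic control strain grown at permissive 25 °C; 0% = DMSO yeast wells and 100% = minimal medium wells without yeast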
# tim23-1 inh – inhibits growth of tim23-1 mutant yeast; inhibition, % at 20 µM; AID 463212; S. cerevisiae tim23-1 growth, BacTiter-Glo luminescence, 24 h; 1.3% of 330,000 active;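 active = growth inhibition of the mutant yeast at or above 50%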;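 also: temperature-sensitive mutant grown at 25 °C; plate controls were DMSO-treated mutant yeast for no effect and medium wells lacking yeast for full effect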
# Mdm2-MdmX inh – human Mdm2/MdmX binding inhibition | SaOS-2 split-luciferase Mdm2/MdmX complementation, luminescence | inhibition, % at 8 µM | 3% of 330,000 active | AID 485346;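 active = inhibition of at least 50% at 8 µM in the primary screen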
# Target sequence (O15151 whole entry, looked up): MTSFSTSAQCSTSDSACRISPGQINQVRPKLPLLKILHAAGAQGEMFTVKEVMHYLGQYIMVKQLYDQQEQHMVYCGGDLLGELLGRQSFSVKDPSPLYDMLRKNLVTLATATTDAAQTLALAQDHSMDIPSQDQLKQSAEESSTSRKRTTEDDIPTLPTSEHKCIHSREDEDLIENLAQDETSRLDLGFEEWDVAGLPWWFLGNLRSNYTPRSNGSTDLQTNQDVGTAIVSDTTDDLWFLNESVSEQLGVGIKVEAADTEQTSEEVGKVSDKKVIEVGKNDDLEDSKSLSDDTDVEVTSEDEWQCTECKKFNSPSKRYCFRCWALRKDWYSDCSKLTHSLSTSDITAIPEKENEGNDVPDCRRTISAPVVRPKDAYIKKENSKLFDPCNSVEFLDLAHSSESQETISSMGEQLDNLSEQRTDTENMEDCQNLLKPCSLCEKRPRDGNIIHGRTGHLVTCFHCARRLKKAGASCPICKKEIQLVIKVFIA
# Target sequence (Q00987 whole entry, looked up): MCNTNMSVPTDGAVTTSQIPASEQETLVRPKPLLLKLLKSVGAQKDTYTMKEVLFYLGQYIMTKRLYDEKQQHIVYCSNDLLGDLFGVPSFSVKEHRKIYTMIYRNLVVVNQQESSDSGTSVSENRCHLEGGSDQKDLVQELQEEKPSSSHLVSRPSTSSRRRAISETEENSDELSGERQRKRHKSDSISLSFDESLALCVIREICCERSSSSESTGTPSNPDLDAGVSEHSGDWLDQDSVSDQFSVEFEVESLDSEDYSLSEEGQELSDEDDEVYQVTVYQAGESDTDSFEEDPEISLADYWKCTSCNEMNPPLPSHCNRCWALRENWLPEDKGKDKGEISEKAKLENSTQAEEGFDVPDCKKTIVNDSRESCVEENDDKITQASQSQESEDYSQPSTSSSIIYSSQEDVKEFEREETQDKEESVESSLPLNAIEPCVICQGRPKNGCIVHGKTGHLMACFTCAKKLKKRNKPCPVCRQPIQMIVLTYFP
# An asterisk follows results filed as active.
Compound	Mdm2-MdmX inh	XBP1 UPR activ	NR3A LBD binder	tim23-1 inh	CHOP UPR activ	TIM10 inh	tim10-1 inh	APJ agonist	NALP3 yeast inh
O=C(O)c1ccc(/C=N/N2CCN(Cc3cccc4ccccc34)CC2)cc1	-21	-2	192*	8	-0.7	2	-2	-3	50
COc1cc(S(=O)(=O)N2CCOCC2)ccc1NC(=O)COC(=O)C12CC3CC(CC(C3)C1)C2	11	-2	-5	4	-3.2	26	10	-2	-7
CCOC(=O)CNC(=O)CSc1nnc(NC(=O)c2ccc(S(=O)(=O)N3CCOCC3)cc2)s1	10	-1	1	1	-1.0	6	6	-4	13
COc1ccc(OC)c(CCNC(=O)C2CCN(c3ncnc4c3nc3n4CCCCC3)CC2)c1	6	-6	2	5	-0.3	1	7	-2	10
COc1ccc(C=Nc2cccc3c(=O)[nH][nH]c(=O)c23)c2ccccc12	7	-1	-16	-3	0.6	-4	5	-2	13
O=C(NCc1ccncc1)C(=O)NCC(c1ccco1)N1CCN(c2ccc(F)cc2)CC1 (stereo unspecified)	-14	0	7	17	1.4	-1	6	2	18
O=C(NCc1csc(-c2ccccc2)n1)c1cc(F)cc2c1OCOC2	-25	1	1	22	7.2	11	16	3	27
O=c1[nH]c(NCCO)c(N=Cc2ccccc2)c(=O)[nH]1	3	0	3	15	1.6	-7	13	-3	27
Cc1cc2oc(C(=O)Nc3c(C)n(C)n(-c4ccccc4)c3=O)c(C)c2cc1Cl	23	0	-2	17	-1.1	5	1	-3	0
O=c1[nH]cc(N2CCCCCC2)c(=O)[nH]1	20	-4	1	-10	1.9	-4	-4	0	5
O=S(=O)(/N=C(/c1ccccc1)N1CCOCC1)c1ccc(F)cc1F	11	0	1	11	-0.7	4	-14	-3	10
COc1ccc(NC(=O)NC2CCCc3ccccc32)c(OC)c1 (stereo unspecified)	-18	0	1	13	-2.1	-1	-6	2	12
CCN(CC(=O)Nc1ccc(NC(C)=O)cc1)C(=O)Cc1c(Cl)cccc1Cl	3	-4	1	6	0.8	-2	1	0	-9
O=C1c2ccccc2-c2nccnc21	-8	2	1	9	0.2	-3	10	-5	6
COc1ccccc1Nc1ncnc2nc[nH]c12	29	-1	0	8	1.5	8	13	0	0
COCCOC(=O)C1=C(C)NC(=O)NC1c1ccc(Cl)cc1 (stereo unspecified)	-7	-1	-2	2	1.8	-13	-16	1	2
COc1ccc(Br)cc1S(=O)(=O)N1CCN=C1c1ccccc1	1	-6	0	14	-2.8	-3	14	2	3
CC(=O)N[C@@H](Cc1c[nH]c2ccccc12)C(=O)OCC(=O)NCc1ccc2c(c1)OCO2	-15	0	0	-7	0.2	-19	10	-2	-10
CCOC(=O)c1c(C)[nH]c(C)c1C(=O)CSc1nc2ccccc2c(=O)n1-c1ccc(F)cc1	7	2	-5	32	-0.1	4	30	1	-9
C[C@H](CO)N1C[C@H](C)[C@@H](CN(C)C(=O)Nc2ccccc2)Oc2c(NC(=O)Nc3ccccc3)cccc2C1=O	-14	-1	-13	15	0.3	-4	7	2	10
COc1cc(NC(=O)CN2CCN(c3ccccc3F)CC2)cc(OC)c1	-24	1	0	17	-0.7	-18	-12	3	19
O=C(CN1C(=O)NC2(CCCCCC2)C1=O)NCc1ccco1	-4	-1	1	9	-1.1	0	5	-2	-1
O=C(CN1C(=O)NC2(CCCC2)C1=O)Nc1ccc(F)c([N+](=O)[O-])c1	15	-3	-3	6	1.6	-7	-8	-5	10
COc1ccc(N2CCN(CC(O)COc3cc(C)cc(C)c3)CC2)cc1 (stereo unspecified)	-13	-6	7	15	-0.4	-4	16	-3	25
COc1cc(C2NC(=O)NC(C)=C2C(=O)Nc2cccc(C)c2C)cc(OC)c1OC (stereo unspecified)	-8	1	-1	11	1.0	0	13	2	7

# Other entries
Compound	Mdm2-MdmX inh	XBP1 UPR activ	NR3A LBD binder	tim23-1 inh	CHOP UPR activ	TIM10 inh	tim10-1 inh	APJ agonist	NALP3 yeast inh
Cc1nn(CC(=O)Nc2nc3ccccc3s2)c(C)c1[N+](=O)[O-]	17	-2	-5	70*	0.1	20	8	-1	15
Cc1ccc(NC2=NC(c3ccc(F)cc3)n3c(nc(C)cc3=O)N2)cc1 (stereo unspecified)	0	-3	1	5	-1.4	4	-10	2	-4
CN(Cc1ccccc1)c1nc(N)c([N+](=O)[O-])c(NCc2ccccc2)n1	39	7	-8	8	0.2	14	8	0	2
CCCOc1ccc(C2NC(=S)NC(c3ccccc3)=C2C(=O)Nc2ccc(C)cc2)cc1OC (stereo unspecified)	22	-3	1	15	1.4	4	2	-1	13
CCSc1cc(N2CCCC2)nc(-c2ccc(C)cc2)n1	13	-2	15*	0	0.3	-9	-28	-2	-2
COC(=O)NNC(=O)C1CCC(C(=O)NNC(=O)OC)CC1 (stereo unspecified)	1	0	-1	11	1.8	-6	-7	-2	-3
COc1ccc(Nc2ccc(C(N)=O)cc2[N+](=O)[O-])cc1	2	0	0	8	0.3	31	26	-8	12
O=c1oc2cc(O)ccc2cc1S(=O)(=O)c1ccccc1	15	-3	-1	5	1.6	4	-1	1	-16
Cc1ccc(C)c(SCC(=O)OCC(=O)Nc2ncc(C(F)(F)F)cc2Cl)c1	-3	5	-9	19	0.4	5	17	-4	14
Cc1ccc(O/C=C2\OC(=O)c3ccccc32)cc1	26	6	49*	-3	1.7	7	6	-2	14
CCc1cccc(C)c1NC(=O)C1CC=CCC1C(=O)O (stereo unspecified)	5	-2	-2	7	-2.6	9	-1	-2	29
COCCCn1c(C)nnc1-c1cnn(-c2ccccc2)c1N	18	-1	1	11	-1.5	-12	10	-1	4
O=C(CNS(=O)(=O)c1ccccc1)Nc1ccccc1Br	18	-2	2	19	-0.6	1	8	4	-2
CCCc1nnc(NC(=O)CSc2nnc(-c3ccco3)n2C)s1	-9	7	-1	-4	2.1	-13	7	2	5
CCOc1ccc2nc(SCC(=O)N3CCN(C(=O)c4ccco4)CC3)sc2c1	9	-1	0	24	-1.0	15	21	-4	19
Cc1ccc(C)c(S(=O)(=O)N2CCCOC2CNC(=O)C(=O)NCc2ccncc2)c1 (stereo unspecified)	-21	-2	3	11	-0.2	1	13	-4	17
CC(O)(CS(=O)(=O)Cc1ccccc1)c1ccccc1 (stereo unspecified)	-2	-5	0	10	0.0	8	11	-6	-2
CC12CC3CC(C)(C1)CC(CN)(C3)C2	3	-2	-1	6	15	-1	5	-5	23
CC(Oc1ccc(Cl)cc1Cl)C(=O)N(Cc1ccco1)C1CCS(=O)(=O)C1 (stereo unspecified)	-16	-1	1	16	-1.1	20	28	-3	13
CCc1ccc(NC(=O)C(=O)c2cn(CC(=O)N3CCCCC3)c3ccccc23)cc1	26	-1	0	21	2.9	19	26	-2	23
C#CCOCCOCCOCCNc1nc(N2CCN(C(=O)Cn3cc(CCCCN)nn3)CC2)nc(N2CCN(C(=O)Cn3cc(CC(C)O)nn3)CC2)n1 (stereo unspecified)	-20	2	-2	-2	0.7	-5	-9	-4	12
O=C(CCc1nnc2n(CCc3ccccc3)c(=O)c3ccccc3n12)NCCCN1CCCCC1	-17	-5	1	4	1.4	12	25	-7	7
Cc1ccccc1NC(=S)NCCc1ccc(S(N)(=O)=O)cc1	-4	-4	0	8	-1.0	5	0	-3	-7
COc1ccc(C(=O)Nc2ccc3c(c2)n(C)c(=O)n3C)cc1OC	42	-2	1	10	2.0	-5	7	2	13
Fc1ccc(NC(=S)NC2CCN(Cc3ccccc3)CC2)cc1	-1	0	-1	-1	-0.5	-2	0	-3	23

# Arranged by the number under Mdm2-MdmX inh (highest first): some entries from above
SMILES | Mdm2-MdmX inh
COc1ccc(C(=O)Nc2ccc3c(c2)n(C)c(=O)n3C)cc1OC | 42
O=C(CCc1nnc2n(CCc3ccccc3)c(=O)c3ccccc3n12)NCCCN1CCCCC1 | -17
C#CCOCCOCCOCCNc1nc(N2CCN(C(=O)Cn3cc(CCCCN)nn3)CC2)nc(N2CCN(C(=O)Cn3cc(CC(C)O)nn3)CC2)n1 (stereo unspecified) | -20

# Next section.
Compound	Mdm2-MdmX inh	XBP1 UPR activ	NR3A LBD binder	tim23-1 inh	CHOP UPR activ	TIM10 inh	tim10-1 inh	APJ agonist	NALP3 yeast inh
Cc1nc(N)sc1-c1csc(NCc2ccccc2)n1	1	-1	-6	22	-0.4	19	23	-4	0
Cc1c(C(=O)NCCN2CCOCC2)sc2nc(-c3ccc(F)cc3)cn12	8	-3	2	2	1.6	-1	4	1	-2
O=C(Nc1ccc2oc(-c3ccccc3Cl)nc2c1)c1cncc(Br)c1	34	32*	12*	2	4.1	0	15	1	15
Cc1cc(F)ccc1NC(=O)c1cc(S(=O)(=O)N2CCOCC2)cn1C	12	-1	2	-5	1.3	-7	1	-3	7
COc1cccc(CCNC(=O)c2cc(COc3c(F)cccc3F)on2)c1	7	1	2	20	-0.2	-2	24	0	13
CC12CCC(=O)N1C(C(=O)OCC(=O)Nc1cc(S(=O)(=O)N3CCCCC3)ccc1Cl)CS2 (stereo unspecified)	13	-1	-2	18	-0.9	11	-2	2	2
Cc1cc(C)cc(N2C(=O)CC(Sc3ccccc3C(=O)O)C2=O)c1 (stereo unspecified)	-22	-2	0	23	-1.1	17	29	2	18
CCCC(=O)N=C1SC2CS(=O)(=O)CC2N1c1ccc(C(C)=O)cc1 (stereo unspecified)	-4	-2	-2	11	0.5	-3	1	-2	8
Cc1cc(C(=O)NCCC(c2ccccc2)c2ccccc2)c(C)o1	-23	-4	-1	-1	5.3	31	25	1	23
CC1CCc2c(sc(/N=C/c3ccco3)c2C(N)=O)C1 (stereo unspecified)	-23	-2	-1	7	4.1	15	14	1	24
CCCCOc1ccc(C(=O)NCC(=O)NCCOc2ccc(C)cc2)cc1	-3	1	0	20	0.3	5	8	0	15
CC(=O)c1cc2c(cc1NC(=O)c1cnc(C)cn1)OCO2	5	2	1	0	1.5	10	3	-5	-3
COc1ccc(CCNS(=O)(=O)c2ccc(-n3cnnn3)cc2)cc1OC	3	4	1	-5	2.2	-8	-18	0	2
Cc1cc(C)cc(N2CC(O)=C(c3nc4ccccc4c(=O)[nH]3)C2=N)c1	17	0	-1	-11	-0.2	-11	-26	0	7
COc1ccc(C(=O)Nn2cnnc2)cc1	-20	-1	-1	-2	1.1	1	1	4	17
CC(=O)N1N=C(c2ccccc2)CC1c1ccc(F)cc1 (stereo unspecified)	10	-5	2	28	-2.2	3	11	-3	17
CN(CCn1ccnc1)C(=O)CC1C(=O)NCCN1Cc1ccccc1C(F)(F)F (stereo unspecified)	-4	2	-2	-1	-1.5	3	3	1	10
Cc1cc(OCC(=O)Nc2ccccc2N2CCCCC2)ccc1C(C)C	42	-1	2	-15	-0.2	-6	-22	-6	8

# As entered above:
# COc1ccc(C(=O)Nn2cnnc2)cc1 in XBP1 UPR activ reads -1
# CN(CCn1ccnc1)C(=O)CC1C(=O)NCCN1Cc1ccccc1C(F)(F)F (stereo unspecified) in tim23-1 inh reads -1
